TDP2 inh – blocks human TDP2 phosphodiesterase activity; O95551; recombinant TDP2, T5PNP hydrolysis, p-nitrophenol absorbance 415 nm; inhibition, % at 12.8 µM; 370,000 compounds, 0.34% hits; AID 720702;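 active = inhibition above the mean of all tested compounds plus 3 SD, set per campaign, cut at about 25% in these data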;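 note: 0% = DMSO with enzyme and 100% = buffer with substrate but no TDP2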
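Read-out basis: percent inhibition. System: recombinant human TDP2. Buffer or medium: Mg2+-containing Tris-HCl buffer, pH 7.5. Repeats: single replicate. Timing: reaction 2 h, 37 °C. Benchmarks: high control without enzyme, low control DMSO plus TDP2. Probe or stimulus: 5 mM T5PNP. Doses: 12.8 µM only. Measured by: epi absorbance of p-nitrophenol freed from T5PNP by hydrolysis.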
ARFGAP1 inh – inhibits rat ARF GTPase activating protein 1; Arfgap1-stimulated ARF1 GTP hydrolysis, GDP FP detection; AID 651572; 360,000 compounds, 0.26% hits; inhibition, % at 16.5 µM;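 active = inhibition above a per-plate limit, mean inhibition of low control wells plus 3 SD, cut at about 25% in these data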;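 note: 0% = DMSO wells with enzyme and 100% = wells lacking Arfgap1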
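System: truncated rat Arfgap1 GAP domain / Medium: HEPES-based buffer, pH 7.5 / Also added: N-terminally truncated human ARF1-GTP substrate / Incubation: enzyme reaction 120 min at 25 °C after 20 min preincubation / Measured by: FP of antibody-bound GDP Alexa 633 tracer, ex 620/em 688 nm / Replicates: singlicate, each compound tested once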
PLCb3 inh – inhibitors of human phospholipase C beta3 | Purified PLC-beta3, fluorogenic substrate, fluorescence | inhibition, % at 12.2 µM | 370,000 compounds, 0.18% hits | Q01970; in the data active = inhibition above about 11%;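 note: 0% = median of compound wells on plate and 100% = full blocker control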
Target sequence (Q01970 whole entry, looked up): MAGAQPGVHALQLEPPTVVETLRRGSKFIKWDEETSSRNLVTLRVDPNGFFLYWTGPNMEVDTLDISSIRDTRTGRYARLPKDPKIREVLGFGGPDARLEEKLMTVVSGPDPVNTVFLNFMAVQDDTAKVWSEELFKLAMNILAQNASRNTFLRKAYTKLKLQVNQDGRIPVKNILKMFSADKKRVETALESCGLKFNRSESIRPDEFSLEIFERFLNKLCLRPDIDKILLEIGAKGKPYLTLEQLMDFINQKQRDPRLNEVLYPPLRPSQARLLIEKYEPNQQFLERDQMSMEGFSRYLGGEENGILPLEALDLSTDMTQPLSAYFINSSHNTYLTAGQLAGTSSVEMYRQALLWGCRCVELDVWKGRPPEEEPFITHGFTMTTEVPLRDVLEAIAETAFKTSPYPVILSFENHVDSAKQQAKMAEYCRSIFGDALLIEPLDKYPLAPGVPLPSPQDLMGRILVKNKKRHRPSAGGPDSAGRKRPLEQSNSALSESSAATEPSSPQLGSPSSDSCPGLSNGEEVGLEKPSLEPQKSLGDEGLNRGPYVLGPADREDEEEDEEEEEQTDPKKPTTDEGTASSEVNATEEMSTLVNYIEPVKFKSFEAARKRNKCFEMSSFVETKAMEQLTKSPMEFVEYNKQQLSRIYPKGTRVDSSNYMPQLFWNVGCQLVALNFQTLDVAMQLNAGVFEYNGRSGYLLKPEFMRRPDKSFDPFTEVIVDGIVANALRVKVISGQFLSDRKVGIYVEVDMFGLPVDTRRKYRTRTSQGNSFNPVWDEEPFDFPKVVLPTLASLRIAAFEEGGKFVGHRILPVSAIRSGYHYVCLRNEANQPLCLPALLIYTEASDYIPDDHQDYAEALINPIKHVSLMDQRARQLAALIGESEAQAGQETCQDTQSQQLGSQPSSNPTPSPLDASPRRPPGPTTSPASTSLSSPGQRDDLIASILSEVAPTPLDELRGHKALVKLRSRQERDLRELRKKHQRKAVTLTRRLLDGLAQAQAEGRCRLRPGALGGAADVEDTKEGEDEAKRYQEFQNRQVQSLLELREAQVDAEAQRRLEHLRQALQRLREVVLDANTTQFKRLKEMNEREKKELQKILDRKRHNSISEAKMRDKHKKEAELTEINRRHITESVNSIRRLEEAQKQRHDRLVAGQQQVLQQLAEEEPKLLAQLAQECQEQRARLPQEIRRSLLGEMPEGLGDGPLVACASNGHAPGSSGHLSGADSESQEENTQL
ASAP1 GAP inh – inhibitors of human ASAP1 ArfGAP activity; 360,000 compounds, 0.19% hits; ASAP1-stimulated ARF1 GTP hydrolysis, GDP FP detection; AID 624377; Q9ULH1; inhibition, % at 16.5 µM; in the data active = inhibition above about 25%;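 note: 0% = vehicle with enzyme and substrate and 100% = no enzyme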
Tn6 DDE FP – disrupts Tn6 cyclic peptide binding to fibrin D-Dimer-E complex | AID 720509 | Fibrin DD(E) TRITC-Tn6 fluorescence polarization displacement | P02675 | 370,000 compounds, 0.21% hits | inhibition, % at 8.3 µM;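 active = inhibition above a per-campaign cutoff: mean of compounds within control limits plus 3 SD, cut at about 15% in these data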;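 note: 0% = median of all compound wells on the plate and 100% = blocking peptide control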
ADAM17 inh – inhibits human ADAM17; P78536; recombinant ADAM17, EDANS/DABCYL FRET peptide cleavage; inhibition, % at 6.95 µM; 370,000 compounds, 0.83% hits; AID 720648;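 active = inhibition above the mean of compounds lying between control limits plus 3 SD, set per campaign, cut at about 8.5% in these data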;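 note: 0% = DMSO-only wells as the low control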
SIAE inh – inhibitors of human sialic acid acetylesterase SIAE; Q9HAT2; SIAE FP-Rh probe binding, fluorescence polarization; inhibition, % at 9.66 µM; 370,000 compounds, 0.69% hits; AID 1053197;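 active = inhibition above a cutoff: mean of compounds within the control limits plus 3 SD of those, cut at about 17% in these data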;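 note: 0% = plate median of compound wells and 100% = probe without SIAE protein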
Tn7 DDE FP – inhibitors of Tn7 peptide binding to human fibrin DD(E); P02675; FP displacement of FITC-Tn7 peptide from fibrin DD(E); 0% = median of compound wells per plate; inhibition, % at 8.3 µM; 370,000 compounds, 0.13% hits;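 active = inhibition above the mean of compounds falling within the control limits plus 3 SD of them, cut at about 14% in these data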;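 note: 0% = plate median of compound wells and 100% = 10 µM Aha-Tn7 peptide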
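Assay system: human fibrin DD(E) protein / Input: 2 µM fibrin DD(E) / Benchmarks: high control of 10 µM Aha-Tn7 peptide / Measured by: fluorescence polarization of the labelled Tn7 tracer / Medium: Tris buffer with calcium and detergent, pH 7.8 / Timing: 10 min compound pre-incubation, 3 h probe incubation at room temperature / Repeats: one replicate per compound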
PLCg1 inh – blocks human PLC-gamma1 enzyme activity. P19174. purified PLC-gamma1, fluorogenic substrate, fluorescence. inhibition, % at 12.2 µM. 370,000 compounds, 0.84% hits; in the data active = inhibition above about 9.5%
ADAM10 inh – inhibits human ADAM10; O14672; recombinant ADAM10, EDANS/DABCYL FRET peptide cleavage, 3 h; inhibition, % at 7 µM; 370,000 compounds, 0.62% hits; AID 720582;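 active = inhibition above a per-campaign cutoff equal to the mean of compounds falling between control-based bounds plus 3 SD, cut at about 20% in these data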;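 note: 0% = DMSO wells while the 100% control is not disclosed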
* hit, by the source's call; i = inactive; nt = not tested or not shown.

SMILES	TDP2 inh	ARFGAP1 inh	PLCb3 inh	ASAP1 GAP inh	Tn6 DDE FP	ADAM17 inh	SIAE inh	Tn7 DDE FP	PLCg1 inh	ADAM10 inh
CC(=O)NC(c1ccc(F)c(F)c1)c1nc(-c2ccncc2)cs1 (stereo not drawn)	-17.3	1.7	3.0	9.9	3.8	-7.4	-2.5	1.2	-0.2	-13.1
CC(OC(=O)Cn1cnc2c1c(=O)n(C)c(=O)n2C)C(=O)NC1(C#N)CCCCC1 (stereo not drawn)	-0.4	1.6	-2.0	-2.6	1.9	-3.0	4.7	4.8	1.8	-4.6
COCCNC(=O)C(c1ccc(Cl)cc1)N(C(=O)CCC(=O)Nc1ccccn1)C1CCCC1 (stereo not drawn)	-3.3	-5.6	3.7	4.2	-6.9	-0.9	0.0	-7.9	5.2	4.3
COc1ccc2[nH]c(C(=O)O)c(NS(=O)(=O)c3ccc(C)cc3C)c2c1	7.2	-2.0	-24.1	0.2	0.9	-11.8	11.1	2.1	-14.1	-33.8
CC(C)N(Cc1cn(Cc2ccccc2)nn1)S(=O)(=O)c1ccc(F)cc1Br	-6.3	nt	0.9	nt	1.3	2.6	4.5	-2.0	2.5	6.9
O=C(CSc1ccccc1)NCc1cccnc1	-0.4	2.1	4.3	-1.6	1.6	0.1	-0.4	3.7	1.0	2.2
Cc1cccc(NC(=O)CNC(=O)c2cc(C3CC3)nn2-c2ccccc2)c1C	-15.1	-2.5	-2.1	3.7	-5.1	1.0	3.0	-5.6	3.4	-4.5
O=C(CSc1nc2ccccc2c(=O)n1-c1ccccc1)Nc1ccc2c(c1)CCC2	2.6	0.8	3.6	11.7	-5.7	1.7	-17.8	-1.6	4.3	11.3
CCCCn1c(N)c(N(CCC(C)C)C(=O)c2cc(CC)c(C)s2)c(=O)[nH]c1=O	-3.9	9.8	0.2	10.1	-0.8	1.3	-0.2	-5.9	-0.3	1.9
O=C1CCC(=O)N1OCCCCOc1ccccc1	5.0	-8.4	3.8	-6.4	4.4	0.5	-3.3	3.1	5.7	10.2
COc1ccc2[nH]cc(C(=O)CN3CCC(C)CC3)c2c1	-1.5	-0.3	-28.6	-11.5	-13.8	-5.0	-7.8	1.8	-9.1	-12.8
Cc1cccc(Nc2nc3c(S(=O)(=O)c4ccccc4)nnn3c3ccccc23)c1	17.1	-1.9	-2.4	-0.1	-2.9	-1.4	2.2	-3.0	-2.4	-1.9
CC(=O)N1CCN(C(=O)c2cc(S(=O)(=O)NCc3ccccc3)ccc2C)CC1	-8.6	-0.3	-4.6	9.5	2.8	-5.9	-1.0	6.0	2.3	-8.7
COc1cc(/C=C2/NC(=O)NC2=O)cc(Br)c1OCc1cccc(C(=O)O)c1	10.1	0.7	-14.6	-16.9	7.7	-5.7	5.6	3.5	-14.1	-9.2
CCNS(=O)(=O)c1ccc(NC(=O)Cn2cc([N+](=O)[O-])cn2)cc1	2.4	0.1	-1.6	-4.5	-14.8	-2.8	-3.1	-2.4	0.5	-1.6
COc1ccc(/C=N/NC(=S)Nc2ccccc2)cc1COc1ccccc1F	-4.7	-5.6	-6.1	-5.5	-3.8	0.4	-5.9	5.4	-7.0	5.2
Cc1nc(C)c(-c2ccn(C(=O)NC(C)C)n2)s1	6.1	-6.9	-28.9	-6.8	-5.0	0.7	7.5	0.6	0.8	-0.8
O=S(=O)(NCC(c1ccccc1)N1CCNCC1)c1ccc(Cl)cc1 (stereo not drawn)	-2.5	3.3	1.4	13.0	-8.2	-1.9	-5.4	-4.1	1.3	2.4
CCC(C)n1c(SCC(=O)Nc2ccc3[nH]c(=O)[nH]c3c2)nc2ccccc2c1=O (stereo not drawn)	-9.2	-6.2	-11.8	-2.8	4.2	-8.2	4.9	-1.5	7.8	-2.1
CCOc1ccccc1N1CCN(CC(O)COc2ccc3c(C)cc(=O)oc3c2)CC1 (stereo not drawn)	6.4	3.6	-9.6	6.2	-6.0	-28.2	-2.9	3.2	-8.0	-71.4
CC(OC(=O)Cc1n[nH]c(=O)c2ccccc12)C(=O)Nc1ccccc1[N+](=O)[O-] (stereo not drawn)	-2.0	-3.0	-3.8	-4.2	-1.5	-1.4	-0.8	4.1	5.7	-7.0
Cc1cc(C)nc(SCCC(=O)Nc2cccc3ccccc23)n1	-5.0	-0.6	0.5	-10.5	4.0	0.4	-2.4	-8.5	2.1	-1.7
COc1ccccc1-c1noc(-c2ccccc2C(=O)Nc2ccccc2)n1	-1.2	5.1	1.3	-6.4	-4.8	-5.0	-1.2	0.3	1.1	2.4
Cc1nn(CC(=O)Nc2cccc(S(N)(=O)=O)c2)c(C)c1[N+](=O)[O-]	8.6	9.3	1.6	-1.2	0.2	3.0	-2.3	-4.0	2.4	3.6
COc1ccc2cc(-c3ccon3)ccc2c1	-10.8	2.0	-10.9	3.2	-0.5	-30.2	-1.0	-8.2	-3.9	-65.9

Later entries.
SMILES	TDP2 inh	ARFGAP1 inh	PLCb3 inh	ASAP1 GAP inh	Tn6 DDE FP	ADAM17 inh	SIAE inh	Tn7 DDE FP	PLCg1 inh	ADAM10 inh
Cc1ccccc1NNC(N)=S	-13.7	-9.3	-6.2	15.5	7.1	-0.4	8.7	0.2	1.0	0.8
CCOC(=O)c1c(C)[nH]c(C)c1S(=O)(=O)N(C)CC(=O)NCc1ccc(C)cc1	17.8	19.5	-3.9	-2.7	7.7	-2.5	1.9	-0.6	3.1	6.2
NCCOc1ccc(C2CCCCC2)cc1	-8.3	6.8	-6.9	1.7	-2.5	-7.2	-9.7	0.8	1.5	-8.9
CN(C)S(=O)(=O)c1cc(C(=O)NCc2ccccc2)c(Cl)cc1Cl	2.1	11.4	7.2	1.6	0.1	-0.2	-7.4	-9.9	2.8	0.8
Cc1nn(CC(=O)NCc2ccccc2F)c(C)c1[N+](=O)[O-]	2.7	4.5	4.5	15.8	2.2	1.1	-0.9	4.0	-0.1	-1.8
O=C(c1ccco1)N1CCCSC1=Nc1ccccc1	11.2	-14.8	3.4	-10.9	-0.7	-2.0	6.6	0.5	-0.5	-0.1
O=C1CCN2C=Nc3cccc4ccc1c2c34	23.5	-4.9	i	-11.8	3.1	-74.6	3.6	62.7*	i	-230.3
Cn1c(SCC(=O)N/N=C/C=C\c2ccco2)nc2ccccc21	-4.2	9.2	-13.7	12.7	-7.7	-3.8	6.3	2.1	-7.4	-2.4
CCOC(=O)[C@]12CCC=C1N(Cc1ccccc1)C(=O)[C@H](CC(=O)NCC1CCCCC1)C2	-4.7	17.7	1.2	-0.7	-5.8	-1.2	9.8	4.2	-2.0	-0.9
COc1ccc2[nH]c(=O)c(CN(Cc3nnnn3Cc3ccco3)C3CCCCC3)cc2c1	-2.7	-14.8	0.7	-7.4	3.1	-7.5	-0.1	3.8	-2.3	-10.8
CCOc1ccccc1NC(=O)CCCc1nc2ccccc2c(=O)[nH]1	9.4	9.4	3.5	6.6	-7.2	-2.9	3.6	-6.5	0.5	0.1
C=C1C[C@H](O[C@@H]2O[C@H](CO)[C@@H](O)[C@H](O)[C@H]2O)[C@@H]2[C@H](OC(=O)[C@H]2C)[C@H]2[C@H](C)[C@H](O)C[C@@H]12	-3.8	-19.0	3.9	5.2	-2.1	-0.9	2.8	-3.8	2.7	-6.0
Clc1cccc(Sc2ccc(-c3ccccn3)s2)c1	-7.8	-9.6	-6.5	-5.2	4.9	-3.4	1.8	2.7	-1.4	-11.1
CCn1c(SCc2cccc(F)c2)nc2c(c1=O)SCC2	1.6	4.4	-5.9	-5.3	2.7	0.3	2.5	-10.6	-1.0	4.0
Cc1cc(C)n2nc(C)c(-c3ccccc3)c2n1	2.1	6.8	-23.2	7.1	0.3	-4.0	-0.8	-1.2	-11.8	-11.6
CC1CCN(CCCOc2ccc(Cl)cc2Br)CC1	-8.4	10.9	-3.6	-8.0	2.1	2.9	5.6	-4.3	0.4	1.1
COC(=O)c1ccc(=O)n(CC(=O)c2ccc(Cl)cc2)c1	2.3	11.1	-1.6	-11.1	-3.3	-4.0	0.4	1.0	0.8	0.1
CCCC(=O)Nc1ccc(S(=O)(=O)N2CCC(c3nc4ccccc4[nH]3)CC2)cc1	-8.1	2.0	-3.3	10.1	2.2	1.7	-8.5	-11.7	2.5	-0.9
Cc1cccc(C)c1OCc1cc(C(=O)N2CCCCCCC2)no1	3.7	22.5	-0.5	3.0	-9.6	0.8	6.3	0.4	5.0	7.6
Cc1cccc(NC(=O)Nc2ccncc2)c1	6.9	-21.1	0.1	-12.2	2.2	-0.5	-1.4	8.1	0.5	6.5

Structural class, the entries above with an aryl methoxy group.
SMILES	TDP2 inh	ARFGAP1 inh	PLCb3 inh	ASAP1 GAP inh	Tn6 DDE FP	ADAM17 inh	SIAE inh	Tn7 DDE FP	PLCg1 inh	ADAM10 inh
COc1ccc2[nH]c(C(=O)O)c(NS(=O)(=O)c3ccc(C)cc3C)c2c1	7.2	-2.0	-24.1	0.2	0.9	-11.8	11.1	2.1	-14.1	-33.8
COc1ccc2[nH]cc(C(=O)CN3CCC(C)CC3)c2c1	-1.5	-0.3	-28.6	-11.5	-13.8	-5.0	-7.8	1.8	-9.1	-12.8
COc1cc(/C=C2/NC(=O)NC2=O)cc(Br)c1OCc1cccc(C(=O)O)c1	10.1	0.7	-14.6	-16.9	7.7	-5.7	5.6	3.5	-14.1	-9.2
COc1ccc(/C=N/NC(=S)Nc2ccccc2)cc1COc1ccccc1F	-4.7	-5.6	-6.1	-5.5	-3.8	0.4	-5.9	5.4	-7.0	5.2
COc1ccccc1-c1noc(-c2ccccc2C(=O)Nc2ccccc2)n1	-1.2	5.1	1.3	-6.4	-4.8	-5.0	-1.2	0.3	1.1	2.4
COc1ccc2cc(-c3ccon3)ccc2c1	-10.8	2.0	-10.9	3.2	-0.5	-30.2	-1.0	-8.2	-3.9	-65.9
COc1ccc2[nH]c(=O)c(CN(Cc3nnnn3Cc3ccco3)C3CCCCC3)cc2c1	-2.7	-14.8	0.7	-7.4	3.1	-7.5	-0.1	3.8	-2.3	-10.8
